Kir21 inh = inhibitors of mouse Kir2.1 inward-rectifier potassium channel; B-score at 10 µM; 310,000 tested, 0.85% active; Inward rectifier potassium channel 2 (Mus musculus), P35561; HEK293-Kir2.1, FluxOR thallium flux fluorescence; active compounds read low;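 active = fluorescence ratio B-score at or below minus 3 SD of library scores, with starting-brightness B-score within 2 SD, cut at about -4.2 in these data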;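 also: channel flux triggered by added potassium and thallium sulfate stimulus; B-score of peak minus minimum fluorescence over baseline after thallium stimulus; more negative B-score means stronger Kir2.1 block with less thallium influx; some compounds called inactive have numbers as strong as hits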
Target sequence (P35561 whole entry, looked up): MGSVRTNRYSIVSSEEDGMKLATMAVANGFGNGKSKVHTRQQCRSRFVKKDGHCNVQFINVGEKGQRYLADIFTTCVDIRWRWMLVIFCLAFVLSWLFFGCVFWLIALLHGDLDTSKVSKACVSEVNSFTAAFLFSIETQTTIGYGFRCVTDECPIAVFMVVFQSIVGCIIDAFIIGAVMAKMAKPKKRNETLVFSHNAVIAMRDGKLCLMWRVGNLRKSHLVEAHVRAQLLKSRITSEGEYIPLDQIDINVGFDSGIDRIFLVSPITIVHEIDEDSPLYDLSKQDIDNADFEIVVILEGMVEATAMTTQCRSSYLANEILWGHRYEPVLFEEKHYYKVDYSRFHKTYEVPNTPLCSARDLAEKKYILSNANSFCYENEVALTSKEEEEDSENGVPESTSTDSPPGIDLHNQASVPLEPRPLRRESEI
KCNQ2 block = KCNQ2 potassium channel inhibitors, primary screen, cell-based, CHO-K1, FluxOR thallium flux, B-score (AID 2156) | 310,000 tested, 1.1% active | Potassium voltage-gated channel subfamily KQT member 2 (Rattus norvegicus), O88943 | 20 min; active compounds read low | B-score at 10 µM;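 active = fluorescence ratio B-score at most minus 3 library SDs, with starting brightness B-score within 2 library SDs, cut at about -5.5 in these data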
Numbers without * were called inactive; i = inactive.

Kir21 inh | KCNQ2 block | compound
0.42 | i | O=[N+]([O-])c1ccc(-n2nnnc2CN2CCOCC2)cc1
-1.1 | i | CCOc1cccc(/C=C/c2ccc3cccc(O)c3n2)c1O
0.55 | i | CS(=O)(=O)c1ccccc1-c1nc(-c2ccc(C(F)(F)F)cc2)no1
2.4 | i | CCn1c(SCC(=O)Nc2nc3ccc(OC)cc3s2)nc2c1c(=O)n(C)c(=O)n2C
1.3 | i | Cn1c(C(=O)OCC(=O)NCc2cccs2)cc2sccc21
0.78 | i | CCn1nc(Cc2cccc3ccccc23)c(C#N)c1N
1.1 | i | Cc1c(CCC(=O)N2CCC(C(=O)O)(c3ccccc3)CC2)c(=O)oc2cc3oc4c(c3cc12)CCCC4
0.66 | i | COCC(C)N=C1NN=C(c2cccs2)C(CC(=O)O)S1 (stereo not given)

For reference, some entries already given:
Kir21 inh | KCNQ2 block | compound
0.42 | i | O=[N+]([O-])c1ccc(-n2nnnc2CN2CCOCC2)cc1
-1.1 | i | CCOc1cccc(/C=C/c2ccc3cccc(O)c3n2)c1O
0.55 | i | CS(=O)(=O)c1ccccc1-c1nc(-c2ccc(C(F)(F)F)cc2)no1
2.4 | i | CCn1c(SCC(=O)Nc2nc3ccc(OC)cc3s2)nc2c1c(=O)n(C)c(=O)n2C
1.3 | i | Cn1c(C(=O)OCC(=O)NCc2cccs2)cc2sccc21
0.78 | i | CCn1nc(Cc2cccc3ccccc23)c(C#N)c1N

Following part.
Kir21 inh | KCNQ2 block | compound
1.7 | i | Cc1cc(C)cc(NC(=S)NCc2ccncc2)c1
-0.62 | i | O=S(=O)(NCc1cccnc1)c1ccc(Cl)c(Cl)c1Cl
-0.46 | i | O=C(N/N=C(\Cc1ncc[nH]1)c1ccccc1)c1ccncc1
0.95 | i | COc1ccc(-c2nc(CN3CCC(C(=O)N4CCc5ccccc54)CC3)c(C)o2)cc1OC
0.62 | i | CC(C)n1cnnc1SCC(=O)Nc1ccc(N2CCCCC2)cc1
-0.73 | i | CCOC(=O)CSC1=C(C#N)C(c2ccccc2Cl)C(C(=O)OC)C(=O)N1 (stereo not given)
-1.9 | i | CC(=O)N1c2ccc(S(=O)(=O)N3CCC(C(=O)NCCc4ccc(Cl)cc4)CC3)cc2CC1C (stereo not given)
-0.29 | i | Cc1nn(C)cc1/C=C1\CCC/C(=C\c2cn(C)nc2C)C1=O
0.15 | i | O=C(COC(=O)c1cn(-c2ccccc2)nc1-c1ccccc1)c1ccc([N+](=O)[O-])cc1
0.41 | i | O=C(/C=C/c1cccc([N+](=O)[O-])c1)OCC1CCCO1 (stereo not given)
-0.23 | i | CC(C)(C)c1ccc(OCCCCCCN2CCNCC2)cc1
-0.36 | i | O=C(c1cc(-c2cccs2)nc2ccccc12)N1CCN(S(=O)(=O)c2ccccc2)CC1
0.02 | i | O=C(C(Cc1ccc(Cl)cc1)NS(=O)(=O)c1ccccc1)N1CC[C@@]2(O)CCCC[C@H]2C1 (stereo not given in full)
-0.6 | i | CC1CCCN(c2c([N+](=O)[O-])cc(C(=O)O)cc2[N+](=O)[O-])C1 (stereo not given)
1.3 | i | CC(=O)N1CCOc2ccc(S(=O)(=O)NCC3CCC(C(=O)Nc4ncccc4C)CC3)cc21 (stereo not given)
-1.9 | i | CNC(=S)NC1CC2CCCC(C1)N2Cc1ccco1 (stereo not given)
2 | i | Cn1cc(-c2ccno2)c(C(=O)O)n1
-0.59 | i | COc1cccc(OCC(=O)NN=C2c3ccccc3-c3ccccc32)c1
-0.96 | i | CC(C)NC1=C(Cl)C(=O)c2ccccc2C1=O
0.54 | i | c1cnc2c(Oc3ncnc4sccc34)cccc2c1
1.2 | i | Cc1ccc(N(CC(=O)O)S(C)(=O)=O)cc1
-0.24 | i | CCOc1ccc(CN2CCN(Cc3ccsc3)C(CCO)C2)cc1CO (stereo not given)
-0.09 | i | O=C(NCc1ccc2c(c1)OCO2)C1CCCN1C(=O)Nc1ccc(F)cc1 (stereo not given)
-1.3 | i | COc1cccc(CNC(=O)CCNC(=O)N2CCn3c2nc2ccccc23)c1
-0.3 | i | CC(=O)c1ccc(-n2c(SCC(=O)c3c[nH]c4ccccc34)nc3ccccc3c2=O)cc1
-1.4 | i | Cc1ccc(N(CC(=O)NCc2ccc3c(c2)OCO3)C(=O)CCC(=O)Nc2ccccn2)cc1
-1.3 | i | O=C1C2C3C=CC(CC3)C2C(=O)N1/N=C/c1ccccc1O (stereo not given)
2.2 | i | COc1cc2c(cc1OC)C(NC(=O)c1ccc(C)cc1)CC2=O (stereo not given)
-1.7 | i | O=C(/C=C\c1ccco1)Nc1nc(-c2ccccc2)cs1
-2.3 | i | Cc1cc(/C=C2\SC(=S)NC2=O)c(C)n1-c1ccc(O)cc1
-0.78 | i | CC1=C(C(=O)OCc2ccc3c(c2)OCO3)C(c2ccc(Cl)cc2)NC(=O)N1 (stereo not given)
-1.5 | i | Cc1cccnc1NC(=O)CCc1nnc2ccc(N3CCC4(CC3)OCCO4)nn12
1.7 | i | CCN1C(=O)[C@H]2[C@@H](c3ccc(-c4ccc(OC)cc4)c(OC)c3)N3CCCC[C@@]3(C(=O)OC)[C@H]2C1=O
-1.4 | i | CCOc1ccc(Cc2nnc(SCC(=O)Nc3ccc(OC)cc3)n(N)c2=O)cc1
0.88 | -8.8* | COc1cc2c(cc1OC)C(c1ccc(-c3ccc(Cl)c(Cl)c3)o1)=NCC2
-0.38 | i | COc1ccccc1CCNC(=O)Nc1cccc([N+](=O)[O-])c1
2.8 | i | COc1ccc(CN(CC2CCC(C(=O)O)CC2)C(=S)Nc2cc(C)cc(C)c2)cc1 (stereo not given)
1.2 | i | CCOC(=O)CSc1ccc(C(=O)Nc2ccc(Cl)cc2)cn1
-0.93 | i | CN(C(=O)c1c[nH]c(=O)cc1C(F)(F)F)c1ccc(Cl)c(Cl)c1
-0.61 | i | CCOc1ccccc1N(C(=O)CNS(=O)(=O)c1ccccc1)C(CC)C(=O)NCc1ccco1 (stereo not given)

5 entries drawn at random from those above, as already listed:
Kir21 inh | KCNQ2 block | compound
-0.38 | i | COc1ccccc1CCNC(=O)Nc1cccc([N+](=O)[O-])c1
0.88 | -8.8* | COc1cc2c(cc1OC)C(c1ccc(-c3ccc(Cl)c(Cl)c3)o1)=NCC2
1.7 | i | CCN1C(=O)[C@H]2[C@@H](c3ccc(-c4ccc(OC)cc4)c(OC)c3)N3CCCC[C@@]3(C(=O)OC)[C@H]2C1=O
-1.4 | i | CCOc1ccc(Cc2nnc(SCC(=O)Nc3ccc(OC)cc3)n(N)c2=O)cc1
2.8 | i | COc1ccc(CN(CC2CCC(C(=O)O)CC2)C(=S)Nc2cc(C)cc(C)c2)cc1 (stereo not given)

(listing goes on)
Kir21 inh | KCNQ2 block | compound
-0.87 | i | O=C(Nc1cccc(-n2cnnn2)c1)c1ccoc1COc1ccc(Cl)cc1
-1.4 | i | CCOC(=O)c1sc(N)c(C#N)c1CSc1nnc(C2CC2)n1N
-0.03 | i | O=C(Cc1nc(-c2ccc([N+](=O)[O-])cc2)cs1)Nc1ccccc1
0.11 | i | C/C(Cl)=C/Cn1c(=O)c2c(nc(Br)n2Cc2ccccc2)n(C)c1=O
1.8 | i | CC(OC(=O)CNC(=O)c1ccc(Cl)c(Cl)c1)C(=O)N1CCOCC1 (stereo not given)
-0.26 | i | O=C(Cn1c2c(c(-c3ccccc3Cl)cc1=O)CCC2)NCC1CCCO1 (stereo not given)
-0.68 | i | Nn1c(Nc2ccccc2)nc2ccccc21
-0.27 | i | CN(CCOc1ccccc1)CC(=O)Nc1ccc(Cl)cc1[N+](=O)[O-]
-0.47 | i | Cc1ccc(NS(=O)(=O)c2cccc(C(=O)OCC(=O)NCc3ccco3)c2)cc1
0.32 | i | CC(=O)c1cnn(-c2cc(Oc3ccccc3C)ncn2)c1C
0.26 | i | c1cncc(Nc2nc(-c3cccs3)cs2)c1
-0.07 | i | NC(=S)N/N=C/c1c[nH]c2ccc(OCc3ccccc3)cc12
-0.2 | i | Cc1ccc(CNC(=O)C2CCC(=O)N2Cc2ccc(C)cc2)cc1 (stereo not given)
0.11 | i | CCCCC(CC)CNC(=O)/C=C/c1ccc(F)cc1 (stereo not given)
-0.04 | i | CN(C)c1ccc(NC(=O)Cn2ncn3c(cc4ccccc43)c2=O)cc1
-0.16 | i | CCN(c1ccccc1)S(=O)(=O)c1ccc(Cl)c(C(=O)N(CC2CCCO2)C2CCS(=O)(=O)C2)c1 (stereo not given)
0.5 | i | CC(=O)c1nn(-c2ccc(Br)cc2)cc1C(=O)c1ccco1
0.05 | i | CCCCn1nnnc1SCC(=O)N1CCN(C(=O)c2ccco2)CC1
-1.9 | i | Cc1ccc(CNC(=O)c2ccc(N3CCC4(CC3)CC(c3cccc(Br)c3)=NO4)c(N)c2)cc1
0.84 | i | Cc1cccc(NS(=O)(=O)c2c(C)n[nH]c2C)c1
-1.5 | i | COc1cc(/C=C/C(=O)OC(C)C(=O)Nc2c(C)n(C)n(-c3ccccc3)c2=O)ccc1OCC#N (stereo not given)
0.3 | i | Cc1cc(C)c(S(=O)(=O)n2nc(C)c(Br)c2C)c(C)c1
-1.4 | i | COc1ccc(C(=O)c2c(C)c3cc(C)ccc3n2CC(O)CN2CCOCC2)cc1 (stereo not given)
-0.56 | i | COCCCn1c(=S)[nH]c2sc3c(c2c1=O)CCCS3
1.8 | i | Cc1c(O)nc(SC2CC(=O)N(c3cc(Cl)cc(Cl)c3)C2=O)[nH]c1=O (stereo not given)
-0.06 | i | CCN(CC)CCOC(=O)c1ccc(N/C=C(/C#N)c2nc(-c3ccc4c(c3)OCO4)cs2)cc1
1.2 | i | COc1ccc(NC(=S)N2CCC(C(=O)c3ccc(F)cc3)CC2)c(OC)c1
0.58 | i | CCOC(=O)N1CCN(C(=O)COc2ccc3oc4c(c3c2)CCCC4)CC1
0.27 | i | Cc1ccc(S(=O)(=O)NC(CC(=O)NCC2CCCO2)c2ccccc2)cc1 (stereo not given)
-0.05 | i | COc1ccc(NC(C)=O)cc1NC(=O)CN1CCN(CC(=O)Nc2ccccc2Cl)CC1
0.58 | i | CC(C)N=C(NC#N)SCc1ccccc1F
-0.12 | i | Brc1ccc(N=Nc2ccc3ccccc3n2)cc1

Entries above containing a CF3 group:
Kir21 inh | KCNQ2 block | compound
0.55 | i | CS(=O)(=O)c1ccccc1-c1nc(-c2ccc(C(F)(F)F)cc2)no1
-0.93 | i | CN(C(=O)c1c[nH]c(=O)cc1C(F)(F)F)c1ccc(Cl)c(Cl)c1

Additional structures:
Kir21 inh | KCNQ2 block | compound
0.72 | i | COc1cccc(-c2cc(C(F)(F)F)n3ncc(C(=O)O)c3n2)c1
1.7 | i | Cc1cc(C(=O)N/N=C/c2ccc([N+](=O)[O-])s2)c2ccccc2n1
-1.2 | i | Cc1ccc(N2CC(C(=O)Nc3ncc([N+](=O)[O-])s3)CC2=O)cc1 (stereo not given)
0.16 | i | NC1=NC2(CCCCC2)N=C(Nc2ccc(Br)cc2)N1
2.1 | i | COc1ccc(-c2csc(Nc3cc(C)ccn3)n2)cc1C
0.59 | i | N#CC(c1ccc(Cl)cc1)c1ncc(C(F)(F)F)cc1Cl (stereo not given)
-1.8 | i | CCc1c(O)cc2n(c1=O)-c1ccccc1C2(C)C
-3.2 | i | C[C@H](NC(=O)CCCOc1ccc(Cl)cc1Cl)c1nnc2ccccn12
-0.27 | i | COc1ccc(C(=O)NC(Cc2c[nH]c3ccccc23)C(=O)O)cc1 (stereo not given)
-1.5 | i | COc1cc(OC)cc(C(=O)N[C@@H](CCSC)c2nc3ccccc3[nH]2)c1
0.32 | i | CCCC(=O)Nc1nnc(SCC(=O)NC2CC2)s1
0.49 | i | COc1ccccc1C(=O)N1C(CC(=O)Nc2cc(Cl)ccc2C)C(=O)NC2CCCCC21 (stereo not given)
-0.77 | i | CCCc1cc(NC(=O)CCl)n(-c2ccccc2)n1
1 | i | Clc1ccc2[nH]c3c(NCC4CCCO4)ncnc3c2c1 (stereo not given)
0.21 | i | c1ccc2sc(NC3=NCN(C4CCCCC4)CN3)nc2c1
-2 | i | C/C(=N\O)C(=O)C(CN1CCCCC1)CN1CCCCC1
3.4 | i | CC(=O)Oc1cc2c3c(c1)/C(=C1/SC(=S)NC1=O)C(=O)N3C(C)(C)C=C2C
1.2 | i | COc1cc2c(cc1NC(=O)c1cccnc1)oc1ccccc12
-8.3* | i | C=CCn1c(SCc2ccccc2C#N)nnc1-c1cc(Br)ccc1O
-0.5 | i | CC(=O)Oc1c(S(=O)(=O)c2ccc(C)cc2)c(C)nn1C(C)(C)C
-1.4 | i | CCn1c(Cc2c(C)[nH]c3ccccc23)nnc1SCC(N)=O
-3.3 | i | CC(=O)c1c(N2CCN(C(=O)c3ccco3)CC2)nc(=S)n(-c2ccccc2)c1C
-0.74 | i | CCC(C)(NC=O)C(=O)Nc1c(C)cccc1C (stereo not given)
-0.11 | i | CC[N+](CC)(CC)CC(=O)Nc1c(C)cccc1C
0.58 | i | CN(C(=O)COC(=O)c1cccc(F)c1)c1ccccc1
-0.25 | i | COc1ccc(CCn2nnc(-c3ccc(NC(C)=O)c(Cl)c3)n2)cc1
-2.8 | i | CSCCC(NS(=O)(=O)c1ccccc1F)C(=O)N1CCCCCCC1 (stereo not given)
3.1 | i | CC(C)c1cc(C(=O)N2CCCC(N3CCN(c4ccc(F)cc4)CC3)C2)no1 (stereo not given)
0.12 | i | O=C(/C=C/c1ccc([N+](=O)[O-])cc1)N1CCN(c2ccccc2F)CC1
-0.75 | i | O=C(CSc1nnc(-c2ccccc2)n1Cc1ccccc1)NNC(=O)c1ccccc1O
-2.2 | i | Cc1cc(N2C(=O)C(O)=C(C(=O)c3ccco3)C2c2ccc(O)cc2)no1 (stereo not given)
0.89 | i | CC1(C)CC(=O)C(C(=O)C2CCN(S(=O)(=O)c3ccccc3)CC2)C(=O)C1
-2.9 | i | Cc1ccc(/C=N/NC(=O)C(c2ccncc2)N2CCOCC2)cc1 (stereo not given)
0.27 | i | O=C(OCc1cccc(Cl)c1)c1cc([N+](=O)[O-])ccc1N1CCOCC1
-1.2 | i | O=C(NCc1ccco1)c1nc2ncccn2n1

From PubChem
